All columns: NCI-60 one-dose screen, growth in % after 48 h at 10 µM unless noted; 100 = growth as untreated, 0 = no growth, -100 = all killed.
HL-60(TB): HL-60(TB) leukemia cells | 9% of 78,000 active; active = growth percent below 10
Starred values were filed as active, the others as inactive; & = joins results of further samples. Only part of the results is shown; count on the stated rates, not on these rows.

SMILES	HL-60(TB)
O=[N+]([O-])c1cccc(C(Cl)Cl)c1	99
O=C(Nc1ccc(Cl)cc1)Nc1ccc(Oc2ccc(NC(=O)Nc3ccc(Cl)cc3)cc2)cc1	90
O=C(NC(=S)N1CCN(c2ncnc3c2cnn3-c2ccccc2)CC1)c1ccc(Br)cc1	91
CCCOc1ccc2cc([C@@H]3C[C@H]3CCNS(=O)(=O)c3ccc(C)cc3)ccc2c1	83
COc1cc2c(cc1OC)[C@H]1CCCN1CC2	98
c1cc2[nH]snc2c2nc(-c3nc4ccc5[nH]snc5c4n3)nc12	115
COC(=O)[C@@H](OC(=O)NS(=O)(=O)N(c1ccc(F)cc1)C1CCN(C(=O)c2ccc(F)cc2)CC1)C(C)C	95
CCOc1nc2cccc(C(=O)OC(C)OC(=O)OC3CCCCC3)c2n1Cc1ccc(-c2ccccc2-c2nn[nH]n2)cc1 (stereo unspecified)	54

Some of these compounds in order of molecular weight, high to low.
SMILES	HL-60(TB)
COC(=O)[C@@H](OC(=O)NS(=O)(=O)N(c1ccc(F)cc1)C1CCN(C(=O)c2ccc(F)cc2)CC1)C(C)C	95
O=C(NC(=S)N1CCN(c2ncnc3c2cnn3-c2ccccc2)CC1)c1ccc(Br)cc1	91
O=[N+]([O-])c1cccc(C(Cl)Cl)c1	99

The list goes on:
SMILES	HL-60(TB)
CCC1([N+](=O)[O-])COC(c2ccc(C(C)C)cc2)OC1 (stereo unspecified)	127
CSc1nnc2n(Cc3ccccc3)c(=O)c3c4c(sc3n12)CCCC4	114
COc1cc(OC)c(Cl)cc1N	131
COc1ccc(N2CCN(c3nc(-c4cc(OC)c(OC)c(OC)c4)nc4ccccc34)CC2)cc1	44
CCOC(=O)c1ccc(NS(C)(=O)=O)cc1	123
O=C([C@@H]1C[C@@H]1c1ccc(S(F)(F)(F)(F)F)cc1)N1CCN(c2cc(Cl)ccc2C(F)(F)F)CC1	60
CCC1=CC2CN(C1)Cc1c([nH]c3ccccc13)[C@@](C(=O)OC)(c1cc3c(cc1OC)N(C)[C@H]1[C@@](O)(C(=O)OC)[C@H](OC(C)=O)[C@]4(CC)C=CCN5CC[C@]31[C@@H]54)C2 (stereo partly specified)	-16*
OC(c1ccccc1)C(Nc1ccccn1)c1ccccc1 (stereo unspecified)	94

Rewritten as labelled records: entries from further up.
> COC(=O)[C@@H](OC(=O)NS(=O)(=O)N(c1ccc(F)cc1)C1CCN(C(=O)c2ccc(F)cc2)CC1)C(C)C
  HL-60(TB): 95

> CCOC(=O)c1ccc(NS(C)(=O)=O)cc1
  HL-60(TB): 123

> CCC1([N+](=O)[O-])COC(c2ccc(C(C)C)cc2)OC1 (stereo unspecified)
  HL-60(TB): 127

> CSc1nnc2n(Cc3ccccc3)c(=O)c3c4c(sc3n12)CCCC4
  HL-60(TB): 114

New compounds follow.
SMILES	HL-60(TB)
CN1CC(c2ccccc2)C2(SC(=NC3CCCCC3)N(Nc3ccccc3)C2=O)C12C(=O)Nc1ccccc12 (stereo unspecified)	22
COc1ccc(C(=O)CC2(C#N)C(N)=C(C(N)=O)CC2(C#N)C#N)cc1OC (stereo unspecified)	70
COc1cc(CNCCCN2C(=O)c3ccc4c5c(ccc(c35)C2=O)C(=O)N(CCCNCc2cc(OC)c(OC)c(OC)c2)C4=O)cc(OC)c1OC	-36*
C=C(C)[C@@H]1CC[C@]2(C(=O)NCc3ccc(OCc4cn(-c5ccc(Cl)c(Cl)c5)nn4)c(OC)c3)CC[C@]3(C)C(CCC4[C@@]5(C)CCC(OC(C)=O)C(C)(C)C5CC[C@]43C)C12 (stereo partly specified)	119
CCc1c(Cl)nc(N)nc1Cl	107
Cc1ccc(C)c(C(=O)CC(C)C(=O)O)c1 (stereo unspecified)	96
CCCc1c(C)[nH]c2ccc(Br)cc2c1=O	105
COc1cc2cc(Sc3ccc(NC(=O)c4ccc(Cl)c(Cl)c4)cc3)c(C)nc2cc1OC	92
O=C(COc1ccc(Cl)cc1)Nc1cc(Cl)ccc1Cl	64
O=C1NC(=S)NC(=O)C1=Cc1cccnc1	115
Cc1noc(NS(=O)(=O)c2ccc(N)cc2)c1C	105
Nc1[nH]c(=O)nc2oc(-c3ccccc3)c(-c3ccccc3)c12	77
CN1C(=C=Cc2cc(I)c(O)c(I)c2)C(C)(C)c2ccccc21	76
C[C@H]1C=C(C[C@@H](O)CC#CC#CCCCCC[C@@H](O)[C@H]2CCC(=O)O2)C(=O)O1	99
O=C(NCc1ccccc1)C(=O)NCc1ccccc1	99
O=C1c2c(sc3c2CCCC3)N2C(=NN3C2=C2CC(c4ccccc4)=NN2C3NCc2ccccc2)N1Cc1ccccc1 (stereo unspecified)	87
CCOC(=O)C(Cc1ccc(C)cc1)n1cc(-c2ccccc2)nn1 (stereo unspecified)	85
Clc1nc(Nc2ccccn2)c2ncn(-c3ccc(Br)cc3Cl)c2n1	105
Cc1ccc2c3c(c(=O)[nH]c2c1)C1(C(C#N)=C(N)O3)c2cc(Br)ccc2-c2ccc(Br)cc21	84
Cc1nn(-c2ccccc2)c2ncnc(N/N=C/c3cccc(O)c3)c12	35
Nc1c(C(=O)N/N=C\c2ccc(OC(F)F)c(OCc3ccccc3)c2)cnn1CC(O)c1ccccc1 (stereo unspecified)	69
Cc1ccc(-n2c(=S)[nH]c3sc4c(c3c2=O)CCC(=O)C4)cc1	4.9*
NC(=O)Nc1nn[nH]n1	99
NS(=O)(=O)c1ccc(NC(=O)CS(=O)(=O)c2ccccc2)cc1	104
COc1ccc2c(c1)c(-c1noc(-c3cn(C)c4ncccc34)n1)cn2C	92
Cc1cc(=O)oc2c1ccc1oc(C#N)c(C)c12	107
NC(CSCc1ccccc1)C(=O)O (stereo unspecified)	97
CCN1CCN(c2ccccc2)CC1	102
COc1ccc(-c2cc(-c3cc(OC)c(OC)c(OC)c3)c(C#N)c(=O)n2CCCCC(=O)Nc2ccccc2N)cc1	101
CCOC(=O)c1c(N)c(C#N)cn1-c1cc(OC)ccc1OC	118
O=C1C(N2CCNCC2)=C(I)C(=O)c2ncccc21	98
O=c1[nH]c2c(Cl)c(Cl)c(Cl)c(Cl)c2[nH]c1=O	87
CC1=NNC(=O)/C1=C\c1cc(=O)oc2cc(C)ccc12	104
NCC1(O)CCCCC1	119
CC(=O)Oc1cc2c(cc1OC(C)=O)C(=O)CCCC2	109
Cc1csc(N=Nc2ccc(N(C)C)cc2)[n+]1[O-]	71
COc1ccc(CN2CCNCC2)c(OC)c1OC	110
O=C(NCCCNc1cc(-c2cn(-c3ccccc3)nc2-c2cccc(O)c2)ccn1)Nc1ccc(Cl)c(C(F)(F)F)c1	69
Cc1nn(-c2ccc(Cl)cc2)c2c1C(c1ccc(Br)cc1)C(C#N)=C(N)O2 (stereo unspecified)	108
Cc1ccc(S(=O)(=O)N/N=C2\CCCc3ccccc32)cc1	80
Cc1ccc(N2NC(C(=O)N(C)C)=NCC2=O)cc1	102
COc1ccc(C(=O)c2sc3nc(-c4cc(OC)ccc4OC)cc(-c4ccccc4)c3c2N)cc1	79
Cc1ccc(S(=O)(=O)NCCCNc2nccc(-c3c(-c4ccc(F)cc4)nc4sccn34)n2)cc1	61
NC(=O)C(c1ccccc1)N1CCCC1 (stereo unspecified)	97
O=Nc1ccccc1N=O	78
OCNC(=S)c1c(Cl)cccc1Cl	99
Cc1ccc(C2=Nc3c(ccc4c(C)c(C)c(=O)oc34)OC2)cc1	98
C/C1=C/C(=O)O[C@@H]2C[C@@H](CC[C@H](C)/C=C\C=C\CC1)O[C@@](OCCc1ccccc1)([C@@H]1CSC(=O)N1)C2	91

3 entries from above, field by field.
mol: Cc1ccc(S(=O)(=O)NCCCNc2nccc(-c3c(-c4ccc(F)cc4)nc4sccn34)n2)cc1
  HL-60(TB): 61
mol: NC(=O)C(c1ccccc1)N1CCCC1 (stereo unspecified)
  HL-60(TB): 97
mol: O=Nc1ccccc1N=O
  HL-60(TB): 78

Following part.
SMILES	HL-60(TB)
Cc1cc(-c2ccc(Cl)cc2)n(Cc2nnc(SCC(=O)Nc3ccc(S(N)(=O)=O)cc3)n2C2CCCCC2)n1	116
CC1=NN(c2ccc(S(=O)(=O)O)cc2)C(=O)C1	106&83
COc1ccc(/C=C/C(=O)c2ccc(NC(=O)CSc3nnc(-c4ccccc4)n3-c3ccccc3)cc2)cc1	74
O=C(NC(Cc1nn[nH]n1)C(=O)OCc1ccccc1)OCc1ccccc1 (stereo unspecified)	99
COc1ccc(/C=C/C(=O)c2ccc(NC(=O)COc3cccc4cccnc34)cc2)cc1	79
CC(=O)OC1(c2ccccc2)CCN(C)CC1C(=O)c1ccccc1 (stereo unspecified)	78
CC1=C(C)C(=O)C(N2CCN(C(C)C)CC2)=CC1=O	106
CN1C(=O)C(C2=NN(c3cc(Cl)cc(Cl)c3)C(c3ccc(Cl)cc3)C2)C(=O)N(C)C1=O (stereo unspecified)	85
Oc1cc(O)c(Br)cc1Br	104
O=C(N/N=C/c1ccccc1Cl)c1cccc2ccccc12	127
O=C1C(Cl)=C(Cl)C(Cl)(Cl)C(Cl)C1(Cl)Cl (stereo unspecified)	78
Cc1ccc(S(=O)(=O)NNC(=O)COc2ccc3c(C)c(Cc4ccccc4)c(=O)oc3c2C)cc1	104
CC(=O)[C@@]1(O)CC[C@H]2[C@@H]3C[C@H](C)C4=CC(=O)CC[C@]4(C)[C@H]3CC[C@@]21C	88
CCOc1ccc(OCC)c(NC(=O)OC(C)C)c1	102
C=COC(=O)CCN1CC1	92
O=C(Nc1cccc(Cl)c1)Nc1nc2ccc([N+](=O)[O-])cc2o1	0.1*
CC(C)(C)C(=O)/C=C/c1ccc(Br)cc1	100
CN1Cc2c(c3ccccc3[nH]c2=O)C1=O	78
Cc1cc(=O)[nH]c2nc3ccccc3n12	104
c1ccc2c(c1)CCN(NCCN1CCCC1)C2	97
COc1ccc2[nH]c(=O)c3c4ccccc4cn3c2c1	-28*
Cc1ccc(C(=O)O)c(N)c1C	95
N#Cc1c(Cl)nc(SCc2ccc(F)cc2)nc1-c1ccc(Cl)cc1	102
Oc1ccc(Cl)c(Nc2nc(SCCN3CCOCC3)nc3c2cnn3CC(Cl)c2ccc(Br)cc2)c1 (stereo unspecified)	-36*
N=C(N)c1ccc(-c2ccc(-c3cc(F)cc(F)c3)o2)nc1	98
O=C(O)c1cc2cc(Br)ccc2c(Br)c1O	94
CCN(CC)c1ccc(/C=C/c2ccnc3ccccc23)cc1	43
N#CC1=C(N)N2C(=S)N(c3ccccc3)C(=O)C2C1c1ccc(Cl)cc1 (stereo unspecified)	100
Cn1cc(/C=C2\C(=O)N(CCCn3c4ccccc4c(=O)c4ccccc43)c3ccccc32)c2ccccc21	101
Cc1ccc(NC(=O)CCCCN2CCN(C)CC2)cc1Nc1nccc(-c2cccnc2)n1	115
c1ccc(-c2ccc(-c3nnc(-c4ccccc4)o3)cc2)cc1	66
CCCCn1c(=O)c(/C=C/C(=O)/C=C/c2ccc3c(c2)OCO3)cc2cc(C)ccc21	99
N=C(N)c1ccc(-c2ccc(-c3ccccc3)o2)cc1	-62*
CNC(=O)c1cc(Oc2ccc3nc(NC(=O)c4ccc(Cl)c(C(F)(F)F)c4)sc3c2)ccn1	89
C#CCOC(=O)/C=C/c1cn(-c2ccccc2)nc1-c1ccc(Br)cc1	91
Cc1ccc2c(c1)n([O-])c1cc(Cl)ccc1[n+]2=O	68
CC(C)(C)OC(=O)n1cc(-c2nc(-c3c[nH]c4ncccc34)cs2)c2cc(Cl)ccc21	73
N#CCC(=O)NNC(=S)NC(=O)c1ccc(-n2c(=O)[nH]c3ccccc3c2=O)cc1	88
O=C(c1ccccc1)c1ccc(F)cc1	98
CCCCN1C(=O)CCC1=O	93

Copied from the list:
HL-60(TB) result of N#CCC(=O)NNC(=S)NC(=O)c1ccc(-n2c(=O)[nH]c3ccccc3c2=O)cc1 is entered as 88
HL-60(TB) result of Cc1ccc2c(c1)n([O-])c1cc(Cl)ccc1[n+]2=O is entered as 68

The list continues.
SMILES	HL-60(TB)
N#Cc1nc(-c2cccs2)oc1NC1CCS(=O)(=O)C1 (stereo unspecified)	96
CCN1C(=O)N[C@H]2[C@@H]3NC(=O)c4ccc(Cl)n4[C@@H]3C[C@]21O	-21*
N#Cc1c(-c2ccc(C(F)(F)F)cc2)c(F)c(NCCC2CCC(O)C2)n2c1nc1ccccc12 (stereo unspecified)	25
c1ccc2c(c1)nc(-n1cccc1)c1nc3ccccc3n12	92
CCOC(=O)CSc1nc2nc(Cl)c(Cl)nc2[nH]1	88
C=C1CCC2C3(C)COC(C)(C)OC3CCC2(C)C1CC(NCc1ccccc1)C1=CCOC1=O (stereo unspecified)	97
CCOc1ccc(N2C(=O)N(c3ccc(SC)cc3)C(=N)C2=S)cc1	98
CC(CN1CCN(CC(C)C(=O)c2ccccc2)CC1)C(=O)c1ccccc1 (stereo unspecified)	69
COc1ccccc1/C=C/[N+](=O)[O-]	6.7*
Cc1ccccc1NC(=S)n1c(=O)cc(C)c2ccc(O)cc21	116
CCCCCCCCCCCCCCCCCCOCC(O)CO (stereo unspecified)	64
N#CC1C=CN(CC(N)=O)c2ccc3cccnc3c21 (stereo unspecified)	93
CCOC(=O)C1(CC(C)C)CCOC1=O (stereo unspecified)	97
Cc1cc(S(=O)(=O)Nc2nn(C)c(=O)[nH]2)c(SCc2ccccc2)cc1Cl	81
CN(C)c1ccc(/C=C/C=C2\c3ccccc3-c3ccc([N+](=O)[O-])cc32)cc1	77
c1cnc2noc(Nc3ncnc4c3sc3ncccc34)c2c1	95
CCOC(=O)C1=C(C)N=C2SC=C(c3ccc(F)cc3)N2[C@H]1c1cn[nH]c1-c1ccc(F)cc1	97

Compound activity as filed in PubChem.
